CASP6 VEID inh: caspase-6 (human) enzyme inhibition; P55212; purified caspase-6, Z-VEID-R110 cleavage fluorescence; inhibition, % at 12.5 µM; hit rate 0.53% among 350,000;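 active = mean inhibition across replicates at least about 35%, with every replicate also reaching that limit, limit read from the data; inconclusive = only one of the two criteria met; inactive = neither criterion met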;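 note: 0% = median of neutral control wells and 100% = no fluorescence left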
miR122 inh: miR-122 inhibition in Huh7 cells; Huh7 miR-122 Renilla luciferase sensor, 48 h; neutral wells = 0, positive control = 100; activation (reporter increase), % at 12.5 µM; hit rate 0.3% among 340,000;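 active = mean replicate activation score at least 90 and every replicate individually at or above 90; inconclusive = only one of the two criteria met; inactive = neither criterion met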;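 note: higher luciferase means less miR-122 activity so hits act as miR-122 inhibitors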
SIRT5 inh: sirtuin-5 (human) deacylase inhibition. Purified SirT5, succinyl-peptide AMC, trypsin-coupled fluorescence. Q9NXA8. inhibition, % at 15 µM. hit rate 1.1% among 330,000. AID 652115; in the data active = inhibition above about 15%; inconclusive = no clear call, values can overlap the other calls
Target sequence (Q9NXA8 whole entry, looked up): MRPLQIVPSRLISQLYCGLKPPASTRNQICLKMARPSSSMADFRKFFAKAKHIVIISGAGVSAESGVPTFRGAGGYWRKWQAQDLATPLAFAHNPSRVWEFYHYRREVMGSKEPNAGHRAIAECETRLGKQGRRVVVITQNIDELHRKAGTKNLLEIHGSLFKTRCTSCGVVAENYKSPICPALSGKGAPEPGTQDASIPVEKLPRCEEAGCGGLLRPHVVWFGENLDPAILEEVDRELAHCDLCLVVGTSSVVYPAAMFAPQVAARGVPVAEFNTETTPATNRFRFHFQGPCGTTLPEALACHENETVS
F508del corr: correctors of CFTR F508del function in bronchial epithelial cells | CFBE cells, YFP halide quenching; stimulated with forskolin plus potentiator P3; % fluorescence drop versus neutral controls | activity (quench increase), % at 7.58 µM | hit rate 0.36% among 350,000;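 active = mean added fluorescence quench of at least 8% versus neutral control, with both replicates also reaching 8%; inconclusive = only one of the mean or replicate conditions met; inactive = mean below 8% and not both replicates reaching 8%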;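 note: cells transiently co-express mutant CFTR-F508del with the halide-sensitive YFP; corrector assay measuring rescue of mutant channel to the surface after 24 h compound exposure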
DENV2 CPE rescue: inhibitors of DENV2 cytopathic effect | DENV2-infected cells, cytopathic effect rescue, plate reader | CPE inhibition, % at 9.99 µM | hit rate 1.7% among 350,000 | AID 651640; in the data active = CPE inhibition above about 20%, passing the limit was not always enough; inconclusive = no clear call, values can overlap the other calls; tested in BHK-21 cells;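 note: 0% = median of neutral control wells and 100% = median of positive control wells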
ERp5 inh: blocks human ERp5 reductase activity on insulin | ERp5 insulin aggregation, absorbance 650 nm, 90 min | Q15084 | inhibition, % at 9.99 µM | hit rate 0.05% among 350,000;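 active = mean replicate inhibition above about 25%, with every replicate also reaching it, limit read from the data, passing the limit was not always enough; inconclusive = only one of those two criteria met; inactive = neither criterion met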
Target sequence (Q15084 whole entry, looked up): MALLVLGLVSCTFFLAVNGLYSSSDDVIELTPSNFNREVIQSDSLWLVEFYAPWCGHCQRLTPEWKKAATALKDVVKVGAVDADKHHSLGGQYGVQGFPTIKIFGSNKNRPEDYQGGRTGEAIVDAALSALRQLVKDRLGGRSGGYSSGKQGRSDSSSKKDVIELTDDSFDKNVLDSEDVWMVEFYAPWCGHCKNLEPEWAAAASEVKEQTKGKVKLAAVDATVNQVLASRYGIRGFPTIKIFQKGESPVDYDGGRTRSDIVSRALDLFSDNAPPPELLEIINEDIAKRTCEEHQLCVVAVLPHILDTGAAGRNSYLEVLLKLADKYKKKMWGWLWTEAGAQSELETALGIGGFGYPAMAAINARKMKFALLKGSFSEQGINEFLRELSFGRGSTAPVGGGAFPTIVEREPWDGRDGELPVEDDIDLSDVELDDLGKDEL
ERAP1 HTS inh: blocks human ERAP1 aminopeptidase activity; hit rate 0.15% among 340,000; inhibition, % at 10.7 µM; AID 652197; Q9NZ08; recombinant ERAP1, Leu-AMC fluorescence, 60 min;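 active = mean replicate inhibition of at least 30%, or all replicates individually reaching that 30% level; inactive = mean below 30% and not every replicate reaching it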;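 note: 0% = neutral control wells and 100% = L-leucinethiol positive control wells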
* = called active by the depositor; ? = inconclusive; · = no result given; [ ] = another dose, or the depositor's remark.

SMILES	CASP6 VEID inh	miR122 inh	SIRT5 inh	F508del corr	DENV2 CPE rescue	ERp5 inh	ERAP1 HTS inh
CS(=O)(=O)Nc1ccc2c(c1)[C@@H]1C[C@@H](CC(=O)NCCc3ccccc3)O[C@@H](CO)[C@@H]1O2	2	0[16.7 µM]	-1	2.3	7	-3	0
CC1(C)CN2C(=O)c3ccccc3C2(C)S1 (configuration not stated)	-2	·	-2	2.5	5	-2	4
CCCCC1=CC2=CC(=O)C(C)(OC(=O)C3CCCC3)C(=O)C2=CO1 (configuration not stated)	0	2	-5	-1.4	-7	-5	9
COc1ccc(/C=N/NC(=O)c2ccco2)cc1Cn1nc(C)cc1C	2	·	34*	·	10	-2	-2
Cc1ccc(F)cc1NC(=O)C1CC(=O)N(Cc2ccccc2)C1 (configuration not stated)	0	-1	·	3.0	2	-5	0
Cc1cccc(Oc2nc3ccccn3c(=O)c2/C=C(\C#N)C(=O)NC2CCS(=O)(=O)C2)c1C (configuration not stated)	-2	1	-13	1.0	-2	2	-8
Oc1ccc(-n2nnnc2SCc2c(F)cccc2Cl)cc1	4	8	-9	-2.8	-4	2	4
COC(=O)c1c(NC(=O)c2ccc(S(=O)(=O)N3CC(C)OC(C)C3)cc2)sc2c1CCN(C)C2 (configuration not stated)	-4	4	5	-1.5	-5	-1	6
COc1ccc2cc(C(=O)C3CCCN(C(=O)/C=C/c4ccccn4)C3)ccc2c1 (configuration not stated)	3	2	-5	2.2	0	-6	-2
CCNc1nc(NC(C)C)nc(N(C#N)C(C)C(=O)N(CC)CC)n1 (configuration not stated)	-1	-3	-1	-0.6	-2	-1	-2
Cc1ccc(S(=O)(=O)N2CCCCC2C(=O)N(C)c2ccccc2)cc1 (configuration not stated)	0	0	·	2.4	-4	-2	-3
CN(c1ccccc1)S(=O)(=O)c1cccc(C(=O)Nc2ncn[nH]2)c1	-2	·	·	-3.5	-4	0	-3
COc1ccc2c3c([nH]c2c1)[C@H](CO)N(C(C)=O)CC31CCN(C(=O)c2cccc(F)c2)CC1	1	·	1	-3.0	-2	4	4
CC(C)CC#Cc1cnc2c(c1)C(=O)N([C@H](C)CO)C[C@@H](C)[C@H](CN(C)C(=O)Nc1cccc(F)c1)O2	-1	8[16.7 µM]	0	-0.1	1	9	-2
Cc1ccc(C2C(C#N)=C(N)OC3=C2C(=O)CCC3)s1 (configuration not stated)	3	1	1	-0.5	7	1	1
C[C@H]1CN([C@@H](C)CO)C(=O)c2cccc(NC(=O)Nc3ccc(F)cc3)c2O[C@H]1CN(C)CC1CCCCC1	2	5[16.7 µM]	-23	1.9	-7	2	5
CC1(C(=O)NS(=O)(=O)c2cccc(Cl)c2)CCN1C(=O)c1ccccc1CCc1ccccc1 (configuration not stated)	2	3	·	-0.9	1	0	4
COc1ccccc1C1CCN(C(=O)c2ccc(C(C)(C)C)cc2)CC1	-1	-4	-3	-1.9	8	0	-1
COc1ccc(COC(=O)C2=C(C)NC(=O)NC2c2cccc(OC)c2OC)cc1 (configuration not stated)	-4	5	-2	-0.7	8	-6	1
COc1ccccc1CNC(=O)COC(=O)CCN1C(=O)C2CC=CCC2C1=O (configuration not stated)	2	-2	·	-2.8	8	2	0
C[C@H](CO)N1C[C@H](C)[C@@H](CN(C)S(=O)(=O)c2cccs2)OCCCC[C@H](C)Oc2ccc(NS(C)(=O)=O)cc2C1=O	-1	52[16.7 µM]	5	1.3	6	-20	-6
CC#CCOCC1CNC(=O)O1 (configuration not stated)	1	-3	-5	18*	-6	-5	1
COc1ccc(S(=O)(=O)Nc2ccc3c(c2)[C@H]2C[C@@H](CC(=O)O)O[C@H](CO)[C@H]2O3)cc1	0	-2[16.7 µM]	-5	-1.6	3	-6	0
COc1cc2oc(=O)ccc2cc1-c1c(OC)ccc2ccc(=O)oc12	-3	-13	1	-0.9	-10	0	1
COc1ccc(C2NC(=O)C(C)S2)cc1 (configuration not stated)	3	-5	-2	·	·	2	-2

A draw from above in order of formula weight, falling.
SMILES	CASP6 VEID inh	miR122 inh	SIRT5 inh	F508del corr	DENV2 CPE rescue	ERp5 inh	ERAP1 HTS inh
COc1ccc(S(=O)(=O)Nc2ccc3c(c2)[C@H]2C[C@@H](CC(=O)O)O[C@H](CO)[C@H]2O3)cc1	0	-2[16.7 µM]	-5	-1.6	3	-6	0
COc1ccc(/C=N/NC(=O)c2ccco2)cc1Cn1nc(C)cc1C	2	·	34*	·	10	-2	-2
Oc1ccc(-n2nnnc2SCc2c(F)cccc2Cl)cc1	4	8	-9	-2.8	-4	2	4
COc1ccc(C2NC(=O)C(C)S2)cc1 (configuration not stated)	3	-5	-2	·	·	2	-2

Three compounds from above, arranged by their value in ERp5 inh, highest first:
compound,ERp5 inh
COc1ccc(C2NC(=O)C(C)S2)cc1 (configuration not stated),2
Cc1ccc(C2C(C#N)=C(N)OC3=C2C(=O)CCC3)s1 (configuration not stated),1
COc1ccc(COC(=O)C2=C(C)NC(=O)NC2c2cccc(OC)c2OC)cc1 (configuration not stated),-6

The main list resumes with the 4 entries that preceded the break.
SMILES	CASP6 VEID inh	miR122 inh	SIRT5 inh	F508del corr	DENV2 CPE rescue	ERp5 inh	ERAP1 HTS inh
CC#CCOCC1CNC(=O)O1 (configuration not stated)	1	-3	-5	18*	-6	-5	1
COc1ccc(S(=O)(=O)Nc2ccc3c(c2)[C@H]2C[C@@H](CC(=O)O)O[C@H](CO)[C@H]2O3)cc1	0	-2[16.7 µM]	-5	-1.6	3	-6	0
COc1cc2oc(=O)ccc2cc1-c1c(OC)ccc2ccc(=O)oc12	-3	-13	1	-0.9	-10	0	1
COc1ccc(C2NC(=O)C(C)S2)cc1 (configuration not stated)	3	-5	-2	·	·	2	-2
O=C(C1CC1)N1C[C@@H]2[C@H](c3ccccc31)[C@@H](CO)N2S(=O)(=O)c1ccccc1	3	40[16.7 µM]	-1	-2.6	-5	3	-2
C[C@H]1CN([C@@H](C)CO)S(=O)(=O)c2ccc(C#CC3CC3)cc2O[C@H]1CN(C)Cc1cccc(F)c1	4	·	0	0.5	-7	1	1
COc1cccc2cc(C(C)N(CCCN3CCOCC3)C(=S)Nc3ccc(C)c(C)c3)oc12 (configuration not stated)	-2	2	1	-2.7	3	3	3
CNC[C@@H]1OCCCC[C@H](C)Oc2ccc(NC(=O)Nc3c(C)noc3C)cc2C(=O)N([C@@H](C)CO)C[C@@H]1C	0	-3[16.7 µM]	6	0.8	0	3	2
CCN(CC(=O)NCc1ccc(Cl)cc1)C(=O)CSc1cccc(C(F)(F)F)c1	0	·	-3	0.2	1	2	-2
Cc1noc(C)c1S(=O)(=O)Nc1ccc2c(c1)C(=O)N([C@H](C)CO)C[C@H](C)[C@@H](CN(C)C(=O)c1ccncc1)OCCCC[C@H](C)O2	-1	2[16.7 µM]	-4	0.2	-1	-3	1
C/C(=N\NC(=O)c1cc(-c2ccccc2C)nc2ccccc12)c1cccnc1	-1	8	-1	0.4	14	-7	3
CC(C)[C@@H](C(=O)N1CCN(C(=O)OC(C)(C)C)CC1)n1cc(CCO)nn1	-2	-3	·	-4.0	-9	4	·
CC(=O)N1[C@@H]2CN(S(=O)(=O)c3ccc(F)cc3)c3ccccc3[C@@H]2[C@@H]1CO	·	-7[16.7 µM]	-1	0.7	4	3	·
COCCN(C(=S)Nc1ccc(Cl)cc1OC)C1CCN(C(C)=O)CC1	5	-5	2	2.1	-3	1	2
O=C(C[C@H]1CC[C@@H]2[C@H](COC[C@H](O)CN2C(=O)c2ccccc2F)O1)NCc1ccc(Cl)c(Cl)c1	·	-11[16.7 µM]	·	-3.7	0	·	·
COc1ccccc1NC(=O)c1ccc(S(=O)(=O)N(C)C)cc1	1	-1	·	-2.0	-6	1	·
COc1ccc(-c2nnc(SCC(=O)NC3CC3)o2)c(OC)c1	-1	0	0	3.4	18	0	-1
O=c1c2ccccc2[nH]c(=S)n1Cc1ccccc1Cl	-3	3	-1	0.1	-1	2	-6
CO[C@H]1CN(C)C(=O)c2ccc(NC(=O)c3cnccn3)cc2OC[C@H](C)N(CC2CC2)C[C@H]1C	2	·	0	-0.2	2	·	-1
O=C(CCCN1C(=O)/C(=C\c2ccco2)SC1=S)Nc1ccc2ccccc2c1	8	·	14	·	4	2	2
CC1=C(C(=O)N(C(C)C)C(C)C)CC(CC(=O)NCc2cccs2)C(=O)N1Cc1ccc(F)cc1 (configuration not stated)	4	-5	0	1.8	-1	-2	-1
CCOc1ccccc1NC(=S)NC(=O)CCc1ccccc1	-1	·	-1	0.4	3	-1	-4
Cc1noc(C)c1S(=O)(=O)Nc1ccc2c(c1)C(=O)N([C@H](C)CO)C[C@H](C)[C@H](CN(C)S(=O)(=O)c1ccccc1)OCCCC[C@H](C)O2	1	-5[16.7 µM]	2	-2.4	-7	2	3
O=C(C[C@@H]1CC[C@H]2[C@@H](COC[C@H](O)CN2Cc2cccc(F)c2)O1)NCc1cccc(F)c1	0	-1[16.7 µM]	-1	-1.1	-5	1	0
Cc1ccc(S(=O)(=O)N(C)c2ccc(OC(=O)c3cccs3)cc2)cc1	1	1	-2	-0.9	-5	2	0
O=C(O)CN1C(=O)CC(c2ccccc2)CC1=O	0	-1	3	-2.0	-6	0	5
CC1CCc2nn(CC(=O)NCCN3CCCCC3C)cc2C1 (configuration not stated)	-19	-1	-1	1.7	-6	-4	-3
CN1CCN(C(=O)Nc2ccccc2)CC1	0	·	3	-1.9	11	-4	-2
CC1CC(C)CN(C(=O)CCNS(=O)(=O)c2cccs2)C1 (configuration not stated)	-2	0	-4	0.2	-9	-7	-1
O=C(NCc1cc(Cl)cc(Cl)c1)c1ccc2nc([C@H]3C[C@H](O)[C@@H](CO)O3)[nH]c2c1	3	-3	-3	-2.3	-1	-5	0
CO[C@@H]1CN(C)C(=O)c2ccc(NC(=O)C3CCC3)cc2OC[C@@H](C)N(Cc2cccnc2)C[C@@H]1C	6	-3[16.7 µM]	1	-3.1	6	2	-1
COC(=O)C1CCN(C(=O)Cc2ccc(C)cc2)CC1	0	0	-1	·	·	-3	3
Cn1cccc1/C=N\NC(=O)c1cncc(Br)c1	0	-3	-1	-1.5	-3	1	-1
CN(CCCNC(=O)C1CCC(CNS(=O)(=O)c2ccccc2)CC1)Cc1ccccc1 (configuration not stated)	-6	-5	-1	3.1	?	-5	-6

High-throughput results (PubChem)
